Screening data from PubChem.
ERK EGF inh = blocks ERK signaling stimulated by EGF; HEK293-V1b, EGF-stimulated phospho-ERK AlphaScreen; Potency, µM (titrated, usually from 11.5 µM), inactives show at the highest dose activity change, negative = inhibition, actives largely listed as inhibitors; 130,000 compounds, 0.41% hits; active = well fitted inhibition curve with a large enough effect; inconclusive = small, poorly fitted or top-dose-only effect, or effect the other way;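 note: plate controls were stimulated vehicle wells for no effect and unstimulated vehicle basal for full effect; nearly all actives have a fitted effect of over 55% in size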
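HEK293 cells stably expressing V1b receptor, serum-reduced (1% FBS) overnight, pretreated 30 min with compound, then stimulated 5 min with 25 nM EGF; phospho-ERK detected by AlphaScreen SureFire. AC50 from Hill fits, normalized to DMSO and EGF.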
The depositor's hits bear a star; ? = inconclusive; & = joins results of further samples; [ ] = another dose, or the depositor's remark. Potency is the fitted concentration of half-maximal effect.

item | compound | ERK EGF inh
1 | O=C(CSc1cccc[n+]1[O-])Nc1ccc(N2CCOCC2)cc1 | 1%
2 | Cc1nc2cc(C(=O)OCC(=O)NC34CC5CC(CC(C5)C3)C4)ccc2n1-c1ccccc1 | -2%
3 | CC(C)(C)NC(=O)/C=C/c1cccs1 | 4%
4 | FC(F)C(F)(F)c1cc(-c2ccccc2)n[nH]1 | -7%[57.5 µM]
5 | O=C(Cc1cccc2ccccc12)NC(=S)Nc1cccc(C(=O)O)c1 | -3%
6 | Nc1ccccc1SCC1CSc2nc3ccccc3c(=O)n21 (stereo not given) | -20%
7 | Cc1ncc(CN=Cc2ccc(Cl)cc2)c(N)n1 | 0%[57.5 µM]
8 | CCn1cc(C(=O)O)c(=O)c2cc(F)c(N/N=C/c3ccccc3[N+](=O)[O-])cc21 | -1%
9 | CCOC(=O)Cc1csc(NC(=O)Cc2ccc(C)cc2)n1 | -1%
10 | Cc1ccc(C)c(NC(=S)c2ccc3ccccc3n2)c1 | ?
11 | C[C@@H]1CCc2cc(F)cc3c(=O)c(C(=O)O)cn1c23 | 14%[25.7 µM]
12 | c1ccc(-n2nnnc2-c2cccnc2)cc1 | 4%
13 | O=C(CCCCCNC(=S)Nc1ccc(Cl)cc1)C[N+](=O)[O-] | 3%
14 | CCN(C(=O)c1ccc(Cl)c([N+](=O)[O-])c1)c1ccccc1 | 5%
15 | CCCS(=O)(=O)N1CCN=C1SCc1cccc(C)c1 | 1%
16 | O=C(O)C(Cc1ccccc1)N1C(=O)/C(=C/c2ccccc2)SC1=S (stereo not given) | 12%
17 | CC(NC(=O)c1ccccc1)C(=O)N/N=C/c1ccc(O)cc1 (stereo not given) | 6%
18 | C=CCNC(=O)c1cc(Cl)cc(Cl)c1 | -6%
19 | Cc1cccc(NC(=O)/C=C/c2ccc(Cl)cc2)n1 | ?
20 | COc1ccc(CSc2nncn2C)cc1[N+](=O)[O-] | -5%
21 | C=CCCCCCCCCCCCc1ccco1 | 8%
22 | NNC(=O)CCS(=O)(=O)c1ccc2ccccc2c1 | 3%
23 | COc1ccc(-c2nc(C#N)c(N3CCN(c4ccccc4)CC3)o2)cc1 | 2%
24 | COc1ccccc1NC(=O)Nc1nn(C)c2cccc(N(C)C)c12 | 7%[57.5 µM]
25 | O=C1CCCC/C1=C/Nc1cccc(C(F)(F)F)c1 | 2%
26 | COCCn1c(-c2ccccc2)nc2c(c(=O)c3ccccc3n2C)c1=O | 3%
27 | COc1ccc(OC)c(/C=N/NC(=O)CCN2CCN(C(c3ccccc3)c3ccccc3)CC2)c1 | 5%
28 | CCCNC(=O)OC[C@H]1O[C@H](CCO/N=C/[C@@H](OC)[C@H](C)/C=C/CC(=O)OC)C=C[C@@H]1Oc1ccc(OC)cc1 | -2%
29 | Cc1ccc(OCC(=O)NC(=S)Nc2cccc(NC(=O)c3ccc(Cl)cc3Cl)c2)cc1 | 1%
30 | Nc1nnc(CC(=O)N/N=C/c2ccccc2OCc2ccc(F)cc2)s1 | -5%[57.5 µM]

In another format: results already given
21	C=CCCCCCCCCCCCc1ccco1
  ERK EGF inh = 8%
22	NNC(=O)CCS(=O)(=O)c1ccc2ccccc2c1
  ERK EGF inh = 3%
23	COc1ccc(-c2nc(C#N)c(N3CCN(c4ccccc4)CC3)o2)cc1
  ERK EGF inh = 2%
24	COc1ccccc1NC(=O)Nc1nn(C)c2cccc(N(C)C)c12
  ERK EGF inh = 7%[57.5 µM]

The list continues.
item | compound | ERK EGF inh
31 | Cc1ccc(S(=O)(=O)N2CCCCC2)cc1NC(=O)c1ccccn1 | ?
32 | CCOCCCNC(=O)C(c1ccccc1)N(Cc1cccs1)C(=O)CNC(=O)c1ccccc1 (stereo not given) | -6%
33 | O=C(c1cccc(NS(=O)(=O)c2cccc(F)c2)c1)N1CCN(c2ccccc2)CC1 | -1%
34 | CC(C)n1c(/C=C\[C@@H](O)C[C@@H](O)CC(=O)O)c(-c2ccc(F)cc2)c2ccccc21 | 10%[25.7 µM]
35 | COc1ccccc1OCc1ccc(C(=O)N/N=C/c2ccco2)cc1 | -1%
36 | O=C(NC(Cc1c[nH]c2ccccc12)C(=O)O)c1cccs1 (stereo not given) | 5%
37 | C/C=C\C(=O)Nc1cccc(C2=NOC3(C2)C[C@@H](C(N)=O)N(C(=O)CCCCC)C3)c1 (stereo not given in full) | -6%[57.5 µM]
38 | NC(C(=O)O)C(O)C(=O)O (stereo not given) | 16%
39 | CC(=O)Nc1c(Nc2ccccc2)c2ccccc2oc1=O | -4%
40 | CS(=O)(=O)N1CCC(Oc2ccccc2C(=O)N2CCN(CC3CC3)CC2)CC1 | -2%
41 | COc1ccc(C2C(C(=O)Nc3ccc(OC)c(OC)c3)c3ccccc3C(=O)N2C)cc1 (stereo not given) | -5%
42 | CCC1CCCCN1C(=S)Nc1ccc(C(C)=O)cc1 (stereo not given) | -1%
43 | O=C(COC(=O)CCC(=O)c1cccs1)NCc1ccccc1 | -1%
44 | Cc1ccc(Nc2ccc(S(=O)(=O)N3CCOCC3)cc2[N+](=O)[O-])cc1C | ?
45 | CCN(CC)S(=O)(=O)c1ccc(Cl)c(NC(=O)COc2ccc(OC)cc2[N+](=O)[O-])c1 | -2%
46 | CCOc1ccc(S(=O)(=O)N2CCN(c3ccccc3F)CC2)c2cccnc12 | 2%
47 | COc1cccc([C@@H]2Oc3ccc(OC)cc3C(=O)[C@H]2OC(=O)Nc2cc(OC)c(OC)c(OC)c2)c1 | 1%&8%
48 | Cc1cc(C)nc(NS(=O)(=O)c2ccc(NC(=S)NC(=O)c3ccco3)cc2)n1 | 0%
49 | N#Cc1ccc(CSCC(=O)NN=C2CCCC2)cc1 | 4%
50 | CCc1c(O)nc(SCC(=O)N(CC)CC)[nH]c1=O | 3%
51 | COC(=O)[C@@]1(Cc2ccc(OC)cc2)[C@H]2c3cc(C(=O)N(C)C)n(Cc4cc(C)n(C)n4)c3C[C@H]2CN1C(=O)c1ccccc1 | -11%
52 | CSc1ccccc1Sc1cc(C(=O)O)c2ccccc2n1 | -3%
53 | COc1ccc(Nc2cc(=O)n(-c3ccccc3)c3c2c(=O)n(C)c(=O)n3C)cc1 | -2%[57.5 µM]
54 | O=C(Cc1c(Cl)cccc1Cl)OCC(=O)N1CCN(C(=O)c2ccco2)CC1 | -13%
55 | O=C(N/N=C/c1cccc([N+](=O)[O-])c1)c1cnccn1 | 0%
56 | Cc1cc(Cl)ccc1OCC(=O)NCCCCc1ccccc1 | -9%
57 | COc1ccc(C)cc1-n1c(SCC(=O)Nc2cccc(C(=O)O)c2)nc2ccccc2c1=O | -1%[57.5 µM]
58 | O=c1c2ccccc2n(Cc2ccc(Cl)cc2)c(=O)n1Cc1ccco1 | 6%
59 | CC(C)[C@H](NC(=O)c1ccccc1F)C(=O)Nc1nc2c(s1)CCCC2 | -5%
60 | Cc1nc2c(cc1C(=O)N/N=C/c1ccc([N+](=O)[O-])cc1)c(=O)n(C)c(=O)n2C | 15%

Four entries from above, field by field.
54	O=C(Cc1c(Cl)cccc1Cl)OCC(=O)N1CCN(C(=O)c2ccco2)CC1
  ERK EGF inh: -13%

55	O=C(N/N=C/c1cccc([N+](=O)[O-])c1)c1cnccn1
  ERK EGF inh: 0%

56	Cc1cc(Cl)ccc1OCC(=O)NCCCCc1ccccc1
  ERK EGF inh: -9%

57	COc1ccc(C)cc1-n1c(SCC(=O)Nc2cccc(C(=O)O)c2)nc2ccccc2c1=O
  ERK EGF inh: -1%[57.5 µM]

Next section:
item | compound | ERK EGF inh
61 | Cc1cc(C)n(-c2c(C)[nH]c3ccccc23)n1 | 4%
62 | Cc1ccc(-c2nc(N)s[n+]2-c2ccccc2)cc1 | 5%
63 | CCOc1ccc(NC(=O)C(=O)N/N=C\c2ccc(CNS(=O)(=O)c3ccccc3)o2)cc1 | 9%
64 | CC(NC(=O)/C=C/c1ccco1)c1nc2ccccc2n1Cc1cccc(Cl)c1 (stereo not given) | 1%
65 | O=C(CSc1nnc(-c2cccnc2)s1)Nc1ccc(C(=O)O)cc1 | 8%
66 | CC(C)C(c1nnnn1C1CCCC1)N1CCOCC1 (stereo not given) | -1%
67 | CCOCCCNCc1ccc(OCc2ccc(F)cc2)c(OC)c1 | -2%
68 | COc1ccc(C(=O)ON=C2CCN(C)CC2)cc1 | 6%
69 | Cc1ccccc1OCCNc1cc(N2CC(C)NC(C)C2)ccc1[N+](=O)[O-] (stereo not given) | -2%
70 | CC1CN(Cc2ccccn2)CCC1=O (stereo not given) | -3%
71 | O=C(Nc1cccc(C(F)(F)F)c1)c1ccc(-n2cncn2)nc1 | 2%
72 | CCCCn1c(-c2ccoc2C)n[nH]c1=S | -4%
73 | Cc1[nH]n(-c2ccccc2)c(=O)c1C=Nc1ccc(S(N)(=O)=O)cc1 | -6%[57.5 µM]
74 | CC(C)N(Cc1ccccc1)C(=S)NCCN1CCOCC1 | -7%
75 | O=C(Nc1c(-c2ccccc2)nc2ccc(Cl)cn12)c1cccs1 | 0%
76 | CC(C)(C)OC(=O)NCCc1nnc(SCC(=O)Nc2ccc(Br)cc2)o1 | -6%[57.5 µM]
77 | Cc1ccc(S(=O)(=O)NC(=O)NCCc2ccccc2)cc1 | 1%
78 | Cc1cc(N/N=C/c2ccc([N+](=O)[O-])o2)nc2ccccc12 | ?
79 | COC(=O)c1c(-c2c(Cl)cccc2Cl)noc1C(=O)NNC(=O)N(C)C | -7%[57.5 µM]
80 | CCn1cc([C@@H]2C[C@H]3CN(Cc4cccc(Cl)c4)C(=O)[C@]34CCCN24)cn1 | -19%
81 | CC1(NC(=O)NCc2ccco2)CCS(=O)(=O)C1 (stereo not given) | 8%
82 | CCn1cc(C(=O)O)c(=O)c2cc(F)c(N3CCN(C(=S)Nc4ccccc4OC)CC3)cc21 | -11%[57.5 µM]
83 | Clc1ccc(-c2nnc(-c3ccccc3)nc2-c2c[nH]c3ccccc23)cc1 | -6%
84 | CC(=O)N1C(C)(C)CC(=NOC(=O)c2ccccc2)CC1(C)C | -2%
85 | CCOc1ccc(NN=C(C(=O)OC)C(=O)OC)c([N+](=O)[O-])c1 | 1%[57.5 µM]
86 | CCCOc1ccc(NC(=O)OC2CCN(C)CC2)cc1 | -16%
87 | NC(=O)COC(=O)c1ccc(C(=O)C(=O)c2ccccc2)cc1 | 1%
88 | O=C(CCNC(=O)c1ccccc1Cl)Nc1ccc(Cl)c(C(F)(F)F)c1 | 7%
89 | COc1cccc(CNC(=O)CCC2CCCN(C(=O)c3cscn3)C2)c1 (stereo not given) | -3%
90 | O=C(Oc1ccccc1)N1CCC2(CCCN(c3ccc(-c4ccccc4)cc3)C2)CC1 | 8%
91 | Oc1ccc(Nc2nnc(-c3ccc(O)cc3)c3ccccc23)cc1 | -2%
92 | COc1ccccc1-n1c(-c2ccc(Cl)cc2)c[nH]c1=S | 4%
93 | O=C(O)CCCn1cc(NC(=O)c2ccco2)cn1 | -4%
94 | C=CCn1c(=NC(=O)C2COc3ccccc3O2)sc2cc(S(N)(=O)=O)ccc21 (stereo not given) | 2%
95 | CCNC(=S)N1CCN(CCNC2=CC(=O)CC(C)(C)C2)CC1 | -3%
96 | COCC(=O)Oc1c(Sc2ccccc2[N+](=O)[O-])c(C)nn1C(C)(C)C | -1%
97 | COc1cc(/C=C2\C(=O)N(CCC#N)N=C2C)c(Br)cc1OC(C)C | 13%
98 | COC(=O)[C@@H]1[C@@H]2C[C@H]3c4[nH]c5cc(OC)ccc5c4CCN3C[C@@H]2C[C@H](OC(=O)c2cc(OC)c(OC)c(OC)c2)[C@H]1OC | 5%[25.7 µM]
99 | Cc1ccc(F)cc1NC(=O)c1cnccn1 | -1%
100 | COc1ccc(-c2csc(NC(=O)c3ccccc3C(=O)O)n2)cc1 | 5%
101 | CC1(C)Cc2nc3oc4c(=O)n(CC(=O)Nc5cccc(Cl)c5)cnc4c3cc2CO1 | -1%[57.5 µM]
102 | C=CCn1c(-c2cccc(OC)c2OC)n[nH]c1=S | 3%
103 | CC(=O)CC(c1ccc([N+](=O)[O-])cc1)c1c(O)c2ccccc2oc1=O (stereo not given) | 1%[57.5 µM]
104 | CCOC(=O)Cn1nc(C)cc1NC(=O)c1ccncc1 | 0%
105 | N#CCCN(C(=O)CCl)c1cccc(Cl)c1 | 6%
106 | N/C(=N\c1nc(CSc2nnnn2-c2ccccc2)cc(=O)[nH]1)Nc1ccccc1 | -7%
107 | Cc1cc(C)c(S(=O)(=O)Nc2cccc(S(=O)(=O)NC3=NCCC3)c2)c(C)c1 | -5%
108 | c1csc(-c2nc3c4ccccc4c4ccccc4c3[nH]2)c1 | ?
109 | CCCn1c(SCC(=O)NC2CCCC2)nnc1-c1ccccn1 | -7%[57.5 µM]
110 | CCOC(=O)c1[nH]c(C)c(CC(C)C)c1C | 1%
111 | CCOC(=O)C1CCN(c2c(NC3CCCCCCC3)c(=O)c2=O)CC1 | 5%
112 | O=C(CNCc1ccccn1)Nc1cc(S(=O)(=O)N2CCCCC2)ccc1Cl | 1%
113 | Cc1csc(NC(=O)CS(=O)(=O)c2ccccc2)n1 | -1%
114 | CCOC(=O)c1c(NC(=O)CSc2cn(CC)c3ccccc23)sc2c1CCC2 | -2%
115 | O=C(NCc1cccnc1)c1ccccc1CCc1ccccc1 | 2%
116 | CCC(Oc1ccccc1)C(=O)Nc1ccc(S(=O)(=O)N2CCOCC2)cc1 (stereo not given) | 6%
117 | COc1nc(/C=C/N(C)C)c([N+](=O)[O-])c(OC)n1 | -8%[57.5 µM]
118 | O=C(Cn1nc(C(F)F)cc1C(F)F)NNC(=S)Nc1ccc([N+](=O)[O-])cc1 | -3%

A portion of the library; the hit share may differ from the screen's.
